# Nrf2 activator: qHTS of Nrf2 Activators; AREc32 ARE-luciferase reporter (MCF7-derived line), luminescence, 24 h; actives 0.31% (n = 410,000); AID 624171, 2012; Potency, µM (top dose mostly 46.1 µM), inactives show top-dose activation, actives largely listed as activators; note: potency is the fitted concentration of half-maximal effect; % of control where 0% means no effect; nearly all actives have a fitted effect of over 65% in size
#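 Luciferase luminescence (Steady-Glo, 30 min at room temperature) served as the read-out of ARE activation in AREc32 cells treated with compounds for 24 hr at 37 deg C.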
# HepG2 tox: qHTS for Inhibitors of TGF-b: Cytotox Counterscreen; AID 588856, 2011; actives 0.76% (n = 410,000); Potency, µM (highest dose often 46.1 µM), for inactives: at the highest dose activity change, negative = cytotoxicity, actives largely listed as cytotoxic; HepG2 CAGA-GFP viability, ATP luminescence, 18 h; note: potency is the fitted concentration of half-maximal effect; some results filed as inactive show a strong effect at the top dose
#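 CellTiter-Glo luminescence gave cytotoxicity after 18 hours at 37 degrees C. The cells were HepG2 CAGA-GFP in 1% FBS DMEM, stimulated with 500 pg/mL TGF-beta after compound addition. %Activity was normalised to no-cell wells (complete cell-killing) and DMSO (no toxicity), and curves were fitted and classified.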
# A549 tox: Nrf2 qHTS screen for inhibitors: counterscreen for cytotoxicity. Potency, µM (doses to about 46 µM), for the others: at the top dose activity change, negative = cytotoxicity, usual class: inhibitors. AID 504648, 2011. A549 ARE-Fluc cells, CellTiter-Fluor viability, 18-24 h. actives 0.16% (n = 390,000); note: potency is the fitted concentration of half-maximal effect; % is set by controls: 0 for no effect and ±100 for the full control effect
#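 A549 ARE_Fluc cells in 5% FBS OPTI-MEM were exposed to compounds in concentration-response for 18-24 h at 37 deg C. Viability was read by CellTiter-Fluor fluorescence (Ex 405/Em 525) after 30 min, before the luciferase read.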
# EPAC2 ag: qHTS for Agonist of cAMP-regulated guanine nucleotide exchange factor 4 (EPAC2): primary screen; AID 720711, 2013; actives 0.079% (n = 360,000); Potency, µM (doses to about 154 µM), without a hit: top-dose activation, actives largely listed as activators; EPAC2 activation, biochemical qHTS; response scale: 100% = 6.5 mM cAMP response; note: potency is the fitted concentration of half-maximal effect; nearly all actives have a fitted effect of over 50% in size
# Target sequence (Q8WZA2 whole entry, looked up): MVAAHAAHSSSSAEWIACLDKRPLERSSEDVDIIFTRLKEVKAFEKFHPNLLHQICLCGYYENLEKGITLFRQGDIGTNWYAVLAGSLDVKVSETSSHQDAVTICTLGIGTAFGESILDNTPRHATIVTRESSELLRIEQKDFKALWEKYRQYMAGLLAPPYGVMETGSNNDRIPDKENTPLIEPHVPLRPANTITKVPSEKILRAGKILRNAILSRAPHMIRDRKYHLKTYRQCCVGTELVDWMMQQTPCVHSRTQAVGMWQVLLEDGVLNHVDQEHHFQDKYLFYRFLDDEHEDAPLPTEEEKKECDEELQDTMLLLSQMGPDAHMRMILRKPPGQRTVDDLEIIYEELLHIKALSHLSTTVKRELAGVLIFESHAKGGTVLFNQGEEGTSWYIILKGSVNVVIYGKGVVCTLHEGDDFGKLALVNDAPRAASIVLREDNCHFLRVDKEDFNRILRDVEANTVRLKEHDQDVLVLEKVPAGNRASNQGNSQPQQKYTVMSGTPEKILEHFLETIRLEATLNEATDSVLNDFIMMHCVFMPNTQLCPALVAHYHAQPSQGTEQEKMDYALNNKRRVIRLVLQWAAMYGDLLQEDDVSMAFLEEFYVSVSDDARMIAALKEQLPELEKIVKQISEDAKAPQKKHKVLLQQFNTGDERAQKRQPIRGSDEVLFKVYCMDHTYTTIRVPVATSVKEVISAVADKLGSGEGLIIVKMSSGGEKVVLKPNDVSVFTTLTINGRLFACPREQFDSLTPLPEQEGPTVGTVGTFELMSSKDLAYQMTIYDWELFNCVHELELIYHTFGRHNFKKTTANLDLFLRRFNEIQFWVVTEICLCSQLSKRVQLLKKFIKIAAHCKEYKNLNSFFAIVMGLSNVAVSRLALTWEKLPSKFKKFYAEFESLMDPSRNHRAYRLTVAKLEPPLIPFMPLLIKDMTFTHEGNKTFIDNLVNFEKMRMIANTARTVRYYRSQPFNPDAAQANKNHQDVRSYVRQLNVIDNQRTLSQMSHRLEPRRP
#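 Readout is BODIPY fluorescence (480 nm excitation, 540 nm emission), which falls as labeled GDP is exchanged off Rap1B. EPAC2 at 100 nM acted on 250 nM RAP1B-BODIPY-GDP with 50 uM GDP present.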
# ATXN2 expr inh: Primary qHTS for Inhibitors of ATXN expression; AID 1745845, 2022; HEK-293 ATXN2-luciferase reporter, luminescence, 24 h; actives 0.72% (n = 360,000); Potency, µM (doses to about 57 µM), for the others: top-dose activity change, negative = inhibition, hits mostly inhibitors; note: potency is the fitted concentration of half-maximal effect; % is set by controls: 0 for no effect and ±100 for the full control effect; nearly all actives have a fitted effect of over 55% in size
#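 qHTS (up to 57 uM final) was run with 24 h compound exposure of reporter cells at 37 °C. Each well was multiplexed: SteadyGlo luminescence measured ATXN2-luciferase expression after a fluorogenic Gly-Phe-AFC viability readout (25 uM final).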
# TGFb inhibitor: qHTS for Inhibitors of TGF-b. HepG2 CAGA-GFP TGF-b/SMAD3 reporter, GFP fluorescence, 18 h; TGF-beta stimulated, 500 pg/mL final. Potency, µM (top dose mostly 46.1 µM), for the others: at the highest dose activity, negative = inhibition, actives largely listed as inhibitors. actives 1.2% (n = 410,000). AID 588855, 2011; note: potency is the fitted concentration of half-maximal effect; % is set by controls: 0 for no effect and ±100 for the full control effect; nearly all actives have a fitted effect of over 65% in size
#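 HEPG2 CAGA-GFP cells (1000/well, DMEM with 1% FBS) were pre-incubated 2 h at 37 degrees C, given compound by pin tool, then stimulated with TGF-beta at 500 pg/mL final for 18 h before per-cell GFP fluorescence imaging.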
# ATXN viability: Viability Counterscreen for Primary qHTS for Inhibitors of ATXN expression. Potency, µM (top dose mostly 56.7 µM), most hits filed as cytotoxic. actives 0.49% (n = 400,000). S2 cells (HEK-293 line with an ATXN2-luciferase reporter) viability, CellTiter-Fluor protease fluorescence, 24 h; note: potency is the fitted concentration of half-maximal effect; nearly all actives have a fitted effect of over 40% in size
# IL2 activator: qHTS of IL-2 Activators; IL-2 activation reporter assay, cell-based qHTS; stimulated with anti-CD3/CD4/CD28 beads; in transgenic mouse T cells; activation, % (series mostly up to about 46 µM); actives 0.065% (n = 360,000); AID 652025, 2013; in the data active = activation above about 50%; inconclusive = mostly about 30% to 49%; note: 0% is about no effect
#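 Screening format: compound pinned onto unstimulated transgenic mouse T cells, 60 min incubation, then anti-CD3/anti-CD4/anti-CD28 bead stimulation for 18 hours at 37 degrees C, followed by EGFP and DsRed detection.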
# Nrf2 inh: Nrf2 qHTS screen for inhibitors; actives 2.1% (n = 360,000); Potency, µM (doses to about 46 µM), inactives show at the top dose activity change, negative = inhibition, usual class: inhibitors; AID 504444, 2011; A549 ARE-Fluc reporter, luciferase luminescence, 18-24 h; note: potency is the fitted concentration of half-maximal effect; % is set by controls: 0 for no effect and ±100 for the full control effect; nearly all actives have a fitted effect of over 60% in size
#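 Concentration-response testing used A549 ARE_Fluc cells at 5000 cells/well. Following an 18-24 h compound incubation, viability was read by fluorescence (Ex 405/Em 525) and luciferase output by luminescence.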
# An asterisk follows results filed as active; i = inactive; u = inconclusive; x = no result given; & = joins results of further samples; [ ] = dose if it differs, or a comment. Unless noted, calls come from the whole dose curve; as a rule, active = well fitted curve in the direction sought with a large enough effect; inconclusive = small, poorly fitted or top-dose-only effect, or another doubt; inactive = no such curve, though single readings can be large; an effect the other way counts as inactive or inconclusive.
1) CC(Oc1ccc(Br)cc1)C(=O)Nc1ccc(S(=O)(=O)N(C)C2CCN(C)CC2)cc1 (configuration not stated)
2) CCCC(=O)Nc1cc2c3c(c1)CCN3C(=O)CC2
3) COc1ccc(/C(C)=N/NC(=O)CNC(=O)c2cccs2)cc1
4) CCCNC(=O)c1ccccc1NC(=O)c1ccccc1N(C)S(C)(=O)=O
5) Cc1cc(C)c(C)c(S(=O)(=O)NC2CCN(Cc3ccccc3)CC2)c1C
6) Cc1ccccc1-c1nn2c(-c3ccccc3)nnc2s1
7) CCNC(=O)OCc1cn(-c2ccccc2)nn1
8) Cc1ccc(S(=O)(=O)c2cc3c(=O)n4cccc(C)c4nc3n(C3CCCCC3)c2=N)cc1
entry no.,1,2,3,4,5,6,7,8
Nrf2 activator,18%,0.3%,-0.5%,2.3%,0.3%,3.2%,0.4%,-0.4%
HepG2 tox,-40%,13%,8%,2%,-52%,-16%,23%,-12%
A549 tox,-2%,0%,u,-5%,-3%,-2%,0%,2%
EPAC2 ag,-6%,-3%,13%,14%,4%,19%,12%,9%
ATXN2 expr inh,-34%,-9%,x,-16%,1%[11.3 µM],-10%,-3%[11.3 µM],5%
TGFb inhibitor,u,13%,5%,-2%,u,1%,7%,-8%
ATXN viability,i,i,i,i,i,i,i,i
IL2 activator,0.0,-1.5,0.9,-0.5,-1.7,1.8,0.0,-0.2
Nrf2 inh,-20%,9%,12%,x,3%,u,u,-7%

9) CCCC(=O)C1=C(SCC)CC(C)(C)C(C(=O)OC)C1=O (configuration not stated)
10) COc1ccc(C)cc1NC1(c2ccccc2)C(=O)c2ccccc2C1=O
11) CCC1CCCCN1CCCNC(=O)CN1C(=O)c2cccnc2Oc2ccc(Cl)cc21 (configuration not stated)
12) COCCCn1c(C(=O)NC2CCCCC2C)cc2c(=O)n3cccc(C)c3nc21 (configuration not stated)
13) Cc1cccc(N2CCN(C(=O)c3cccc(S(=O)(=O)N4CCc5ccccc5C4)c3)CC2C)c1 (configuration not stated)
14) Cc1ccc(S(=O)(=O)CC(=O)c2ccc([N+](=O)[O-])cc2)cc1
15) C=CCNC(=O)c1cn(CC)c2cc(N3CCN(C(=O)c4ccco4)CC3)c(F)cc2c1=O
16) CCC(C(=O)NCc1ccco1)N(C(=O)CNS(=O)(=O)c1ccccc1)C1CCCCC1 (configuration not stated)
entry no.,9,10,11,12,13,14,15,16
Nrf2 activator,0.3%,-0.9%,0.3%&0.5%,-0.1%,2.1%,0.0%,4.5%,-0.6%
HepG2 tox,-8%,1%,-14%&-9%,13%,-16%,-9%,-16%,-1%
A549 tox,8%,-1%,1%&-7%,5%,-3%,-15%,-9%,2%
EPAC2 ag,-1%,x,-3%,-15%,15%,-2%,2%,4%
ATXN2 expr inh,-3%,7%,4%,x,-23%,x,x,-2%
TGFb inhibitor,7%,-6%,0%&-14%,6%,-26%,-21%,-6%,-20%
ATXN viability,i,i,i,u,i,i,i,i
IL2 activator,-0.6,x,-3.0,0.2,-4.5,0.0,0.2,0.5
Nrf2 inh,x,u,-1%&6%,8%,u,-16%,-11%,0%

17) Cc1cccc(-n2c(SCC(=O)Nc3ccc4c(c3)OCO4)nnc2-c2ccoc2C)c1
18) CCCN1CCN(c2ncnc3sc(C(=O)Nc4ccc(C(C)C)cc4)c(C)c23)CC1
19) Cc1ccc(/C=C2\SC(=S)N(CCC(=O)NNC(=O)c3cccnc3)C2=O)cc1
20) CCCOc1ccc(-c2nc(=S)[nH][nH]2)cc1
21) Cc1ccc(SCc2[nH]nc3c2C(C(C)C)C(C#N)=C(N)O3)cc1 (configuration not stated)
22) O=C(Nc1ccccc1C(=O)N1CCCCC1)c1nsc2ccccc12
23) CCOC(=O)c1c(NC(=O)CN2C(=O)NC(C)(c3ccccc3)C2=O)sc(C)c1C (configuration not stated)
24) O=C(CCC1CCCN(C(=O)CCN2CCCCC2=O)C1)NCc1ccccc1F (configuration not stated)
entry no.,17,18,19,20,21,22,23,24
Nrf2 activator,0.1%,14%,-0.3%,0.0%,8.1%,11%,0.6%,-0.1%
HepG2 tox,-28%,-39%,-2%,-14%,-41%,-26%,13%,4%
A549 tox,-18%,u,-4%,-4%,1%,8%,-16%,0%
EPAC2 ag,6%,x,3%,5%,11%,x,8%,11%
ATXN2 expr inh,-19%,u,9%,35%[activator],-1%,x,-22%,17%
TGFb inhibitor,5%,u,23%,10%,-10%,u,u,23%
ATXN viability,i,x,u,i,i,x,i,i
IL2 activator,0.8,x,-2.9,1.2,-0.3,x,-0.3,0.2
Nrf2 inh,-23%,x,u,4%,u,x,u,u

# Looked up one by one from the entries so far (2):
23) CCOC(=O)c1c(NC(=O)CN2C(=O)NC(C)(c3ccccc3)C2=O)sc(C)c1C (configuration not stated)
21) Cc1ccc(SCc2[nH]nc3c2C(C(C)C)C(C#N)=C(N)O3)cc1 (configuration not stated)
entry no.,23,21
Nrf2 activator,0.6%,8.1%
HepG2 tox,13%,-41%
A549 tox,-16%,1%
EPAC2 ag,8%,11%
ATXN2 expr inh,-22%,-1%
TGFb inhibitor,u,-10%
ATXN viability,i,i
IL2 activator,-0.3,-0.3
Nrf2 inh,u,u

# (listing goes on)
25) O=C(c1c[nH]c(C(=O)C(Cl)(Cl)Cl)c1)c1ccc(F)cc1Cl
26) Cc1ccc(C(=O)Oc2ccc(/C=N/NC(N)=O)cc2)cc1
27) Cc1ccc(S(=O)(=O)N2CCC(C(=O)N[C@@H](Cc3ccccc3)C(=O)O)CC2)cc1
28) Cc1cc(NC(=O)CSc2cc(Cl)ccc2Cl)n(-c2ccccc2)n1
29) CCN1CN(Cc2ccccc2)CNC1=S
30) Nc1c(C(=O)CSc2ncccn2)c(=O)[nH]c(=O)n1C1CC1
31) COc1ccnc(Oc2ccccc2)c1C(=O)N/C=N/OCc1ccc(F)cc1Cl
32) C[C@@H]1COC(=O)[C@@H](Cc2ccc(F)cc2)C/C=C\C[C@@H](CC(=O)NCCO)C(=O)N1
entry no.,25,26,27,28,29,30,31,32
Nrf2 activator,2.9%,-0.9%,-0.2%,-4.4%,-0.1%[9.22 µM],4.9%,1.0%,-0.6%
HepG2 tox,4%,18%,6%,-41%,-3%,-3%,-49%,-3%
A549 tox,-1%,0%,4%,16%,9%,4%,-28%,2%
EPAC2 ag,8%,0%,-5%,7%,2%,7%,-2%,1%
ATXN2 expr inh,-18%[11.3 µM],x,14%,x,1%,x,-33%,7%
TGFb inhibitor,-25%,-1%,-22%,u,-18%,-8%,u,-9%
ATXN viability,i,i,i,u,i,x,i,i
IL2 activator,-0.9,-1.3,-3.6,-2.9,2.7,-0.1,-2.9,-0.1
Nrf2 inh,1%,11%,9%,-20%,5%,6%,u,12%

33) CCN1C(=O)[C@H]2[C@@H](c3ccc(-c4cccc(Cl)c4)c(OC)c3)N[C@@](CC(C)C)(C(=O)OC)[C@H]2C1=O
34) COc1ccc(NC(=O)C(C)N2C(=O)C3CC=C(Cl)CC3C2=O)cc1 (configuration not stated)
35) CCNC(=S)N/N=C/c1cc(C)ccc1C
36) Cc1ccc(S(=O)(=O)c2c(N)n(Cc3ccco3)c3nc4ccccc4nc23)cc1C
37) COc1ccc(/C=C2/N=C3CCCCCN3C2=O)cc1OC
38) O=C(N/C(=C\c1ccccc1)C(=O)N1CCCCCC1)c1ccccc1
39) COc1ccccc1Cc1nnc(NC(=O)C2CCN(C(=O)c3ccco3)CC2)s1
40) COC(=O)c1sc(-c2ccccc2)cc1NC(=O)Nc1ccc(Cl)cc1
entry no.,33,34,35,36,37,38,39,40
Nrf2 activator,3.3%,-0.5%,12%,2.4%,7.2%,-0.3%,6.3%,-0.6%
HepG2 tox,-18%,10%,-21%,-1%,0%,0%,-17%,14%
A549 tox,-4%,4%,4%,u,-4%,-7%,-2%,-1%
EPAC2 ag,6%,7%,-9%,9%,-5%,1%,5%,x
ATXN2 expr inh,-14%,1%,0%,-7%,4%,-15%,-5%,x
TGFb inhibitor,1%,11%,5%,u,3%,4%,-7%,-12%
ATXN viability,i,i,i,i,i,i,i,x
IL2 activator,-0.2,0.5,-1.3,0.4,-0.7,2.4,-3.3,x
Nrf2 inh,u,8%,1%,u,-8%,-18%,u,u

41) Cc1ccc(-c2n[nH]c(=O)c3ccccc23)cc1S(=O)(=O)N(C)C
42) CCc1nc2ccc(C(=O)N3CCCCC3)cn2c1N(C)CCCc1ccccc1
43) CC(C)CCc1noc(CN2CCC(C(=O)N3CCOCC3)CC2)n1
44) O=C(CN1C(=O)c2ccccc2S1(=O)=O)Nc1cccc(S(=O)(=O)N2CCOCC2)c1
45) CC1CCN(C(=O)c2nc[nH]c2C(=O)N2CCC(C)CC2)CC1
46) O=C(Nc1ccc(C(=O)O)cc1)/C(=C\c1ccc2c(c1)OCO2)NC(=O)c1ccc(Br)cc1
entry no.,41,42,43,44,45,46
Nrf2 activator,-0.2%,5.6%,0.2%,-0.7%,0.0%,0.2%
HepG2 tox,-21%,-30%,4%,-27%,-10%,-3%
A549 tox,2%,x,1%,-2%,7%,8%
EPAC2 ag,2%,2%,0%,5%,17%,5%
ATXN2 expr inh,14%,-2%,5%,-2%,4%,-7%
TGFb inhibitor,2%,u,6%,1%,-27%,14%
ATXN viability,u,i,i,u,i,i
IL2 activator,0.0,-0.6,-0.2,1.5,0.4,-0.4
Nrf2 inh,-16%,x,-5%,26%,-13%,-8%

# High-throughput results as filed in PubChem BioAssay.
